CHT PAM = CHT positive allosteric modulators, primary screen, cell-based, membrane potential dye, choline EC20 | 310,000 tested, 0.49% active | CHT-expressing cells; hits give high values; LV-AA mutant CHT in HEK293 cells | AID 488977, 2010 | High affinity choline transporter 1 (Homo sapiens), Q9GZV3 | B-score at 10 µM;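 active = initial fluorescence not abnormally high and integrated response B-score, plate-corrected, over 3 SD above library mean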
Target sequence (Q9GZV3 whole entry, looked up): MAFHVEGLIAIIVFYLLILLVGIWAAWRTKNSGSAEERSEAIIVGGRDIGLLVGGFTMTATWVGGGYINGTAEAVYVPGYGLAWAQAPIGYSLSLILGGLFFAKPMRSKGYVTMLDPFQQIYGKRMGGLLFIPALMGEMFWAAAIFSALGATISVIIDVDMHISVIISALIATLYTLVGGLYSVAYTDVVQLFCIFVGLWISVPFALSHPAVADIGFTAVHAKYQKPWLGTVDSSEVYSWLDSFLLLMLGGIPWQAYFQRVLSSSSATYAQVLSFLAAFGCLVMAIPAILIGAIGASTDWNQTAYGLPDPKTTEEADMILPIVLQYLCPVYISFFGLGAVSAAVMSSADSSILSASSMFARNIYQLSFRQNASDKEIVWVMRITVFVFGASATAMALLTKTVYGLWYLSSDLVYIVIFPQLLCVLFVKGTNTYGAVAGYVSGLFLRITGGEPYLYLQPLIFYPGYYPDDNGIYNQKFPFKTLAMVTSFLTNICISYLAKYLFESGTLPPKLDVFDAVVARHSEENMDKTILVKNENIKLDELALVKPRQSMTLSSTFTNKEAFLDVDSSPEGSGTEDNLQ
STK33 inh = inhibitors of purified STK33 kinase, primary screen, biochemical, ADP-Glo luminescence, homogeneous, cell-free | inhibition, % at 10 µM | 320,000 tested, 0.073% active | MBP phosphorylation;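 active = inhibition at or above 25%, using the most active replicate where run in duplicate; inactive = inhibition below 25%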
Target sequence (Q9BYT3 whole entry, looked up): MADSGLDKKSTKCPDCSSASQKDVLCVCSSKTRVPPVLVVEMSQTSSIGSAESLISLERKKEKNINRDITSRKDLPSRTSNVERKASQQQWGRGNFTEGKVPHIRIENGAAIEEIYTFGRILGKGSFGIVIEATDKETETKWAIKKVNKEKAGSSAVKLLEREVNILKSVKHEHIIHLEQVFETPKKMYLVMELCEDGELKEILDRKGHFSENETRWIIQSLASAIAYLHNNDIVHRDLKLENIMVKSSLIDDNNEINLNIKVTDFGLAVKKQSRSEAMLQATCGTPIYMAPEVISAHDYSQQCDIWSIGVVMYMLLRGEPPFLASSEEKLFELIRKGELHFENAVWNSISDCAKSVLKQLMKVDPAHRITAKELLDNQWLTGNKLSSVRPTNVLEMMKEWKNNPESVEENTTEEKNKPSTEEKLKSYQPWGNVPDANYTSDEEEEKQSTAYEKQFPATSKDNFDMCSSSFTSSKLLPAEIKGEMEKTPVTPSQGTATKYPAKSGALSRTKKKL
CHT inh = inhibitors of human choline transporter CHT; High affinity choline transporter 1 (Homo sapiens), Q9GZV3; CHT-expressing cells, membrane potential dye, choline response; hits give low values; B-score at 10 µM; 310,000 tested, 0.86% active; AID 488975, 2010;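 active = B-score over 3 SD under the library average, and starting fluorescence ratio not unusually high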;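 note: choline stimulus applied at its EC90 after an EC20 pre-addition; B-score computed on integrated fluorescence ratio after choline addition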
* = called active by the depositor; i = inactive; / = no result given.

SMILES	CHT PAM	STK33 inh	CHT inh
O=C(CN1CCOC1=O)N1CCCC(N2CCN(c3cccc(C(F)(F)F)c3)CC2)C1 (stereo not given)	i	-0.7	i
O=C(c1ccccn1)N1N=C2/C(=C/c3ccccc3)CCCC2C1c1ccccc1 (stereo not given)	i	-1.5	i
CC(=O)c1c(C)[nH]c(C(=O)NCc2ccccn2)c1C	i	1.5	i
CC1CC(C)CN(C(=S)Nc2ccc(SC(F)F)cc2)C1 (stereo not given)	i	-1.2	i
Cc1cccc(S(=O)(=O)Nc2nc3ccccc3nc2NCc2ccc3c(c2)OCO3)c1	i	-0.5	i
COc1ccc2cc(CN(CCCN3CCOCC3)Cc3nnnn3C3CCCC3)c(=O)[nH]c2c1	i	-0.5	i
CCN(CC)C(=O)C1CCN(S(=O)(=O)c2ccc(C3CNC(=O)C3)cc2)CC1 (stereo not given)	i	0.0	i
Cc1ccc(CNC(=O)c2coc(=O)c3ccccc23)o1	i	0.0	i
O=C(c1ccc(F)cc1)N1CCCC(N2CCN(Cc3ccc4c(c3)OCO4)CC2)C1 (stereo not given)	i	-2.4	i
Cc1[nH]c2ccccc2c1CN1CCN(c2ccccn2)CC1	i	-0.7	i
CCN(CC)S(=O)(=O)c1ccc(N=Cc2c(C)c(C#N)c(=O)n(C)c2O)cc1	i	-1.7	i
CCOc1ccc(N(CC(=O)O)S(=O)(=O)c2ccc(OC)c(OC)c2)cc1	i	-1.8	i
Cc1[nH]c(C(=O)O)c(C)c1C(=O)OC(C)C	i	0.7	i
Cn1nc(CSc2ccccc2)c(C=O)c1Cl	i	-1.2	i
COc1cccc(C(=O)CN2C(=O)C(C)(C)Oc3ccc(C(=O)N4CCOCC4)cc32)c1	i	-0.9	i
COc1ccc(N(CC(=O)Nc2ccc(S(=O)(=O)N3CCCCC3)cc2)S(C)(=O)=O)cc1OC	i	-1.2	i
CCCCCCCCC(=O)N/N=C(\C)c1ccc(O)cc1O	i	-0.6	i
O=S(=O)(c1ccc(Cl)cc1)N1CCCN(c2nc3ccc(Cl)cc3s2)CC1	i	-0.3	i
CC1CCN(C(=O)COC(=O)Cn2cnc3c2c(=O)n(C)c(=O)n3C)CC1	i	-0.8	i
O=C(Cc1ccccc1)NCC(=O)N1CCC2(CC1)NCCc1[nH]cnc12	i	0.1	i
CCCN(CCC)CC(O)CN(c1ccccc1)S(=O)(=O)c1ccc(C)cc1 (stereo not given)	i	0.9	i
O=C(CN1CCCCC1)Nc1ccc(N2CCCCCC2)cc1	i	-0.6	i
Cc1cc2c(C)nc(N/N=C/c3ccc([N+](=O)[O-])cc3)nc2o1	i	-4.2	i
COc1ccc(C2CC(C(F)(F)F)n3nc(C(=O)Nc4c(C)n(C)n(-c5ccccc5)c4=O)c(Cl)c3N2)cc1 (stereo not given)	i	-0.7	i
C=CCn1c(Cc2ccc(OC(C)C)c(Cl)c2)nnc1SCC(N)=O	i	-0.3	i

One compound at a time, from the list above. Values in the order: CHT PAM | STK33 inh | CHT inh
CC(=O)c1c(C)[nH]c(C(=O)NCc2ccccn2)c1C reads i | 1.5 | i
COc1ccc2cc(CN(CCCN3CCOCC3)Cc3nnnn3C3CCCC3)c(=O)[nH]c2c1 reads i | -0.5 | i

The results go on.
SMILES	CHT PAM	STK33 inh	CHT inh
COCCCNC(=O)c1cc2cc3cc(OC)ccc3nc2o1	i	-0.3	i
C=C(C(=O)Nc1ccccc1)c1ccc(C)cc1	i	0.4	i
O=S(=O)(c1ccccc1)N1CCC(Oc2ccc(-n3cnnn3)cc2)CC1	i	-1.8	i
Cc1ccc(S(=O)(=O)Nc2nnc(C(C)(C)C)s2)cc1	i	0.3	i
Cc1ccccc1OCCCC(=O)NCc1ccco1	i	-2.3	i
COc1ccc(C(=O)Nc2ccc(-c3n[nH]c(=S)o3)cc2)cc1	i	0.2	i
O=C(Cc1cccc(C(F)(F)F)c1)Nc1ccccc1N1CCCC1	i	0.7	i
O=C(CCCN1C(=O)/C(=C\c2cccs2)SC1=S)NNC(=O)c1ccncc1	i	-0.8	i
CCC(C)N(C(=O)CSc1nnc(-c2ccco2)n1C)C1CCS(=O)(=O)C1 (stereo not given)	i	-1.1	i
Cn1c(=O)c2c(nc(Cl)n2CC(=O)N2CCCCC2)n(C)c1=O	i	0.9	i
COC(=O)c1ccc(NC(=O)c2ccccc2)o1	i	0.3	i
CCCCOc1ccc([N+](=O)[O-])cc1C(=O)O	i	-1.7	i
COc1ccc(/C=C(\NC(=O)c2ccc(OC)cc2)C(=O)Nc2cccc(C(=O)O)c2)cc1	i	-1.6	i
Cc1cc(N)n(-c2ncnc3scc(-c4ccccc4)c23)n1	i	-1.3	i
O=C(/C=C/c1c(F)cccc1Cl)N1CCc2ccccc2C1	i	/	i
O=C(COc1nsnc1N1CCOCC1)Nc1cccc(Cl)c1	i	0.5	i
COc1cccc(CN2CCN(C3CCN(c4cccc(C)c4C)CC3)CC2CCO)c1 (stereo not given)	i	-1.8	i
COc1ccc(CC(=O)NNc2ncnc3c2cnn3C)cc1	i	-0.4	i
CC1(C)Cc2c(c(-c3ccccc3)nc3[nH][nH]c(=O)c23)CO1	i	0.4	i
COc1ccc(OC)c(C2=NOC(C(=O)NCCN3CCOCC3)C2)c1 (stereo not given)	i	-1.8	i
CN(c1ccccc1C(=O)N1CCc2ccccc2C1)S(C)(=O)=O	i	-0.2	i
O=S(=O)(c1ccccc1)c1cnc2ccccc2c1	i	-1.1	i
CCN(Cc1ccccc1)C(=O)c1c[nH]c2ccc(S(=O)(=O)N(C)CCC#N)cc2c1=O	i	-1.3	i
CC(=O)N/C(=N\OCc1ccccc1Cl)c1nonc1NC(C)=O	i	-3.0	i
Cc1cc(C)nc(N2N=C(C(F)(F)F)CC2=O)n1	i	-5.7	i
The list goes on:
SMILES	CHT PAM	STK33 inh	CHT inh
CC1CCc2sc(C(=O)N(C)CC(=O)Nc3cccc(F)c3)cc2C1 (stereo not given)	i	-0.9	i
CCCCN(CCCC)CCC(O)c1cc2c(Cl)cc(Cl)cc2c2cc(C(F)(F)F)ccc12 (stereo not given)	i	-1.1	i
Cc1ccc(Nc2c(-c3ccc(N4CCOCC4)cc3)nc3ncccn23)cc1C	i	-1.2	i
COc1ccc(N2CCN(C(=O)[C@H](C)NC(=O)c3ccccc3Cl)CC2)cc1	i	-0.9	i
CCN(CC)CC(=O)Nc1sc(C)cc1C(=O)c1ccc(C)cc1	i	0.0	i
O=C(Cc1ccccc1)Nc1ccc(N2CCN(Cc3ccccc3F)CC2)cc1	i	-2.0	i
CCC1CSC(Nc2ccc(C(=O)/C=C/c3ccc(OC)c(OC)c3)cc2)=N1 (stereo not given)	i	-0.1	i
CNC(=O)c1ccc(CNC(=O)OCC(F)(F)F)cc1	i	-0.1	i
S=c1[nH]nc(CCc2ccccc2)n1-c1ccccc1	i	-0.3	i
COc1ccc(N2CCN(CCC(N)=O)CC2)cc1	i	0.5	i
COCC(=O)OCC(=O)Nc1cc(C(C)(C)C)nn1-c1ccccc1	i	1.3	i
O=C1C2C3C=CC(C4CC34)C2C(=O)N1CCc1ccccc1 (stereo not given)	i	1.1	i
O=C1/C(=C/c2ccncc2)SC(=S)N1C1CCCCC1	i	-2.5	i
CCCC1(CCC)NC(=O)N(CC(=O)N2CCN(C(=O)c3ccco3)CC2)C1=O	i	0.2	i
O=C(NCc1ccccc1C(F)(F)F)C1CC(c2cc(C(F)(F)F)cc(C(F)(F)F)c2)=NO1 (stereo not given)	i	-1.8	i
CCOC(=O)c1[nH]c2ccc(OC)cc2c1NC(=O)c1ccc(OC)c(OC)c1	i	-3.2	i
c1ccc(N2CCN(C3CCSC3)CC2)cc1 (stereo not given)	i	-0.1	i
O=C(CSc1nnc(NC(=O)c2ccco2)s1)Nc1ccccc1	i	-1.3	i
Cc1cccc(NC(=O)CSc2nc3[nH]ncc3c(=O)n2-c2ccccc2)c1	i	-0.1	i
O=S(=O)(Cc1ccccc1)N1CCN(C/C=C/c2ccccc2)CC1	i	0.7	i
CCOc1ccc(S(=O)(=O)Nc2cccc(C(=O)N3CC(C)OC(C)C3)c2)cc1 (stereo not given)	i	/	i
COc1ccc(-c2nc3cccc(C)n3c2NCC2CCCO2)cc1O (stereo not given)	i	2.0	i
CCCN(CC(=O)Nc1ccccc1Br)CC(=O)Nc1ccc(F)c(F)c1F	i	0.9	i
CCCC(=O)N(CCN1CCOCC1)c1nc2ccc(OCC)cc2s1	i	0.2	i
CCOC(=O)c1nn(-c2ccccc2)c(=O)cc1OCC(=O)Nc1ccccc1OCC	i	-0.2	i
(cont.)
SMILES	CHT PAM	STK33 inh	CHT inh
O=C(NCc1ccccn1)C(=O)N/N=C/c1ccccc1O	i	0.0	i
CC(=O)N/C(=C\c1ccc(C)cc1)C(=O)O	i	-1.9	i
CC(=O)NC1=NN(C(C)=O)C(C)(CC(=O)OC(C)(C)C)S1 (stereo not given)	i	1.2	i
COC(=O)c1ccc(N2CCN(CCNC(=O)Nc3ccc(OC)cc3)CC2)cc1	i	-3.6	i
CC(=O)c1ccc(OCC(O)CN2CCOCC2)cc1 (stereo not given)	i	-1.1	i
Nc1ncc([N+](=O)[O-])cc1Br	i	-1.9	i
COc1ccc(/C=C(\CC(=O)O)c2nc3ccccc3s2)cc1O	i	0.6	i
COCCOC(=O)c1c(NC(=O)CNCc2ccco2)sc(C(N)=O)c1C	i	0.3	i
O=C(COc1ccccc1)N1CCN(S(=O)(=O)c2ccc(Br)cc2)CC1	i	0.2	i
CCc1nc2sc3c(O)cc(=O)[nH]c3c2cc1C	i	0.0	i
O=C(CCc1ccccc1)NNC(=O)Nc1ccc(F)c(Cl)c1	i	-0.8	i
COc1cccc(-c2nn(Cc3ccccc3)cc2CO)c1	i	1.0	i
CCc1cc(=S)n2c([nH]c3ccccc32)c1C#N	i	0.6	i
CCN1/C(=C\C=C2\C(=O)N(C)C(=S)N2C)Sc2ccccc21	i	-0.9	i
O=C(NN1C(=O)C2C(C1=O)C1C=CC2C12CC2)c1ccncc1 (stereo not given)	i	0.4	i
COc1ccsc1NC(=O)OCc1ccc(Cl)cc1	i	0.0	i
COc1ccccc1CNC(=O)c1cnn2c(C(F)F)cc(C)nc12	i	-0.5	i
Cc1ccc([N+](=O)[O-])cc1NC(=O)CNC1CCCCC1	i	/	i
O=S(=O)(Nc1c(F)cccc1F)c1ccc2c(c1)OCCO2	i	-0.6	i
CCS(=O)(=O)N1CCCC(C(=O)NC2CCCC2)C1 (stereo not given)	i	0.0	i
CC(C)c1ccc(/C=N/n2cnnc2)cc1	i	1.7	i
O=C(NCc1cccs1)C(Cc1ccccc1)NS(=O)(=O)c1cccs1 (stereo not given)	i	-2.5	i
O=C(Nc1ccc(N2CCOCC2)cc1N1CCOCC1)c1cccs1	i	-0.4	i
CCn1cc(CN2CCC(C(=O)Nc3cccc(-c4cscn4)c3)CC2)cn1	i	-0.9	i
CC(OC(=O)c1ccc(Cl)nc1)C(=O)N1CCc2ccccc21 (stereo not given)	i	-0.6	i

Individual results from above.
CC(C)c1ccc(/C=N/n2cnnc2)cc1 in STK33 inh → 1.7
CCN1/C(=C\C=C2\C(=O)N(C)C(=S)N2C)Sc2ccccc21 in STK33 inh → -0.9
Nc1ncc([N+](=O)[O-])cc1Br in STK33 inh → -1.9
CC(OC(=O)c1ccc(Cl)nc1)C(=O)N1CCc2ccccc21 (stereo not given) in STK33 inh → -0.6

Structures from the list above containing bromine, in the order listed:
SMILES	CHT PAM	STK33 inh	CHT inh
CCCN(CC(=O)Nc1ccccc1Br)CC(=O)Nc1ccc(F)c(F)c1F	i	0.9	i
Nc1ncc([N+](=O)[O-])cc1Br	i	-1.9	i
O=C(COc1ccccc1)N1CCN(S(=O)(=O)c2ccc(Br)cc2)CC1	i	0.2	i

Carrying on:
SMILES	CHT PAM	STK33 inh	CHT inh
CCN(CC)C(=O)CSc1nc(OC)cc(=O)[nH]1	i	-2.2	i
Cc1cc(C(F)F)n2nc(C(=O)Nc3ccc(S(=O)(=O)NC45CC6CC(CC(C6)C4)C5)cc3)nc2n1	i	-1.3	i
CCC(C)(C)n1nnnc1C(c1cc2cccc(C)c2[nH]c1=O)N1CCCC1 (stereo not given)	i	-0.3	i
CCn1c(SCC(=O)N=Nc2c(O)[nH]c3ccccc23)nnc1-c1ccc(C(C)(C)C)cc1	i	-1.4	i
O=C(CCCOc1ccc(Cl)cc1Cl)NCc1ccccn1	i	1.4	i
COc1ccccc1CCNC(=O)C(=O)Nc1cc2c3c(c1)C(C)C(=O)N3CCC2 (stereo not given)	i	0.3	i
Nc1cc(C(=O)OCC(=O)N2CCCC2)ccc1Cl	i	0.6	i
O=c1cc(CSc2nc3ccccc3[nH]2)c2ccccc2[nH]1	i	-0.4	i
COC(=O)COc1nc(C)c2c(c1C#N)CC(C)(C)OC2	i	-0.7	i
COC1CCN(Cc2c(C(=O)N3C[C@@H](C)O[C@@H](C)C3)nc3ccc(Cl)cn23)CC1	i	-1.0	i
CCCCCSc1nc2c(c(=O)[nH]c(=O)n2C)n1CCc1ccccc1	i	-2.4	i
COc1ccc(C(=O)NC(C)c2cnn(-c3ccccn3)c2C)o1 (stereo not given)	i	-2.5	i
CCN(Cc1ccccc1)C(=O)c1ccc(N(C)S(=O)(=O)c2ccc(C)cc2)cc1	i	-1.0	i
CC(C)NC(=O)CCCn1cc([N+](=O)[O-])cn1	i	-0.8	i
COc1ccc(S(=O)(=O)N2CCN(Cc3cccc(F)c3)CC2)cc1	i	-1.5	i

A different layout for some results above:
compound | CHT PAM | STK33 inh | CHT inh
CCn1c(SCC(=O)N=Nc2c(O)[nH]c3ccccc23)nnc1-c1ccc(C(C)(C)C)cc1 | i | -1.4 | i
O=C(CCCOc1ccc(Cl)cc1Cl)NCc1ccccn1 | i | 1.4 | i

Source: PubChem (several laboratories)
